High-throughput results: PubChem BioAssay, several laboratories
HIF-2a inh: inhibitors of HIF-2a; inhibition, % at 18.8 µM; 786-0 RCC cells HIF-2a reporter, luciferase luminescence, overnight; actives 0.72% (n = 360,000);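 active = inhibition of the luminescence signal of 40% or more relative to plate controls, in a single-dose primary screen at 18.75 µM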
CF NFkB inh: blocks PAF-induced NF-kB reporter in cystic fibrosis cells; actives 0.86% (n = 360,000); inhibition, % at 5 µM; KKLEB NF-kB-GFP reporter, GFP fluorescence overnight; AID 588850;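 active = at least 50% inhibition at 5 µM, scaled per plate between neutral and stimulator controls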;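 note: PAF is a Pseudomonas aeruginosa culture filtrate used as stimulus; plate controls were PAF-stimulated DMSO wells for no effect and unstimulated DMSO wells for full effect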
LMP1 NFkB inh: Epstein-Barr LMP1 NF-kappaB reporter inhibition; inhibition, % at 12.5 µM; actives 0.69% (n = 350,000); LMP1-induced NF-kappaB luciferase reporter cells, luminescence; AID 504558; in the data active = inhibition above about 41%;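 note: 0% = neutral control wells and 100% = reference inhibitor control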
KKLEB tox: counter-screen for CF NF-kB inhibitors: cytotoxicity | KKLEB CF airway cells viability, ATPlite luminescence, overnight; hits give low values; cells stimulated with P. aeruginosa culture filtrate | AID 602141 | actives 0.36% (n = 360,000) | activity change (cytotoxicity), % at 5 µM;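 active = corrected activity change at or below -50% at 5 µM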
Shn3 3UTR inh: reduces Shn3 3'UTR luciferase signal in osteoblasts; inhibition, % at 12.5 µM; actives 0.52% (n = 360,000); Clone20 osteoblast Shn3 3'UTR firefly luciferase, 24 h; AID 588674;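 active = mean inhibition of at least 75% with every replicate also reaching 75%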;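 note: 0% = median of neutral control wells and 100% = pilot-screen positive control compound; some compounds past the cut are filed as inactive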
NR2E3 ag-1: agonists of human nuclear receptor NR2E3 | GST-NR2E3/biotin-RetCOR TR-FRET, 1536-well | AID 2300 | actives 0.12% (n = 320,000) | inhibition of corepressor binding, % at 4.78 µM | Q9Y5X4;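 active = percent inhibition above the cutoff of mean plus 3 SD of all tested compounds, set per screening campaign, cut at about 20% in these data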;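 note: 0% = DMSO wells and 100% = biotin wells as full block of FRET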
Target sequence (Q9Y5X4 whole entry, looked up): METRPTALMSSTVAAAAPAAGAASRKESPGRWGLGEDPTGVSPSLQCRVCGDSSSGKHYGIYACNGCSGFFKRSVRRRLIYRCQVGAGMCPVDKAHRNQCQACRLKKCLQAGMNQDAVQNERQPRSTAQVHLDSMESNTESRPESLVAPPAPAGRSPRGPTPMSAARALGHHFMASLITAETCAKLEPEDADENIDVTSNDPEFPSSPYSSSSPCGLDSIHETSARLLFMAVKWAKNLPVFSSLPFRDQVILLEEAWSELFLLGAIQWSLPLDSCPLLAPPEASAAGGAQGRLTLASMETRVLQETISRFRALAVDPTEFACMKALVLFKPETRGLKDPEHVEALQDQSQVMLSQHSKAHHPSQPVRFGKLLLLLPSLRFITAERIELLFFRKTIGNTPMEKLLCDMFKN
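System: GST-NR2E3 and biotin-RetCOR proteins; probe or stimulus: 7 nM biotin-RetCOR; doses: compound at 4.8 µM, single dose; schedule: Compound–protein incubation for 5 h at 4 °C; detection: time-resolved FRET; read-out: percent inhibition; controls: biotin wells as high control, 0.6% DMSO wells as low control; format: 1536-well plates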
MITF TRPM1 inh: reduces MITF-dependent TRPM1 promoter luciferase signal | SK-MEL-5 TRPM1 promoter luciferase, 24 h | inhibition, % at 12.5 µM | actives 0.83% (n = 330,000);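 active = mean inhibition across replicates of 60% or more, whatever share of single replicates reaches that level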; note: values of inactives mirror those of a sister screen read the other way
NR2E3 ag-2: activates human NR2E3 receptor; Q9Y5X4; CHO-S Gal4-NCOR/VP16-NR2E3 two-hybrid, luciferase; inhibition of corepressor binding, % at 3.98 µM; actives 0.35% (n = 360,000); AID 602229;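 active = inhibition above the mean of all tested compounds plus 3 SD, cut at about 70% in these data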;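 note: 0% = DMSO with NR2E3 transfected cells and 100% = cells lacking NR2E3 construct; higher means lower luciferase signal from less NR2E3 corepressor binding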
hiPSC survival: enhancers of human iPSC single-cell survival. hiPSC single-cell survival, ATPlite luminescence; 100% = ROCK inhibitor wells, 0% = DMSO. survival enhancement, % at 20 µM. actives 0.044% (n = 360,000); in the data active = survival enhancement above about 18%;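 note: cells exposed to compounds for 16 hours before the ATP read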
Peg3 prom inh: Peg3 promoter activity inhibition | HeLa PEG-Prom luciferase reporter, luminescence, overnight | inhibition, % at 20 µM | actives 1.7% (n = 360,000) | AID 588405;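 active = inhibition of at least 50% at 20 µM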
C8 TRAIL sens: caspase-8 TRAIL sensitization | actives 1% (n = 360,000) | NB7+C8 cells + TRAIL, ATPlite viability luminescence | inhibition (viability loss, TRAIL sensitization), % at 10 µM;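 active = compounds causing at least 50% loss of cell viability in the single-dose screen, relative to plate controls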
* hit, by the source's call; nt = no result given; & = joins results of further samples. This is a subset (hit frequency here may not be typical).

no.	SMILES	MITF TRPM1 inh	NR2E3 ag-2	Shn3 3UTR inh	HIF-2a inh	hiPSC survival	CF NFkB inh	NR2E3 ag-1	KKLEB tox	LMP1 NFkB inh	Peg3 prom inh	C8 TRAIL sens
1	CC1(C(=O)NCc2cccc3ccccc23)CCN1CCc1ccccc1 (stereo unspecified)	nt	-6	-14	8	-2.8	8	nt	-2	nt	9	4
2	CCc1ccc(C(=O)/C=C/Nc2ccc(S(=O)(=O)Nc3cnc4ccccc4n3)cc2)cc1	-21&-3	-34&2	-3&-16	3&4	3.7&-0.3	-4&-13	4	-18&-2	2&-6	-12&-33	-10&6
3	O=C(c1cccc(F)c1)N1CCC(N2CCOCC2)CC1	2	23	5	-6	0.3	-8	0	0	-13	10	-3
4	Cc1ccc(-n2c(N)c(C(=O)N3CCOCC3)sc2=S)c(C)c1	8	-1	9	-21	-2.9	-9	2	2	3	2	-14
5	CC(C)CN(C(=O)C1COc2ccccc2O1)c1c(N)n(CC(C)C)c(=O)[nH]c1=O (stereo unspecified)	2	-9	-16	3	6.0	-5	0	0	-1	7	7
6	COc1ccc(C2N(S(=O)(=O)c3ccc(C)cc3)CCN2S(=O)(=O)c2ccc(C)cc2)cc1	0	1	15	16	-1.6	-3	-4	-4	-8	26	-9
7	CCOC(=O)c1cccc(N2CC3CNC(=O)C2(C(=O)OC)N3C)c1 (stereo unspecified)	-2	-7	-10	1	4.1	12	nt	-12	-8	-16	-3
8	COc1ccc2c(-c3ccccc3)cc(SCC(=O)NC3CCS(=O)(=O)C3)nc2c1 (stereo unspecified)	2	-1	6	20	2.1	10	6	-8	-6	22	-10
9	O=S1(=O)CCO[C@H]2Cc3ccccc3[C@H]2N1Cc1ccc(F)cc1	-7	2	-10	12	3.2	16	-2	-10	-3	0	-6
10	O=C(NN1CCOCC1)c1sc2cccc(F)c2c1Cl	8	4	-27	-10	-0.7	-8	-2	0	-7	-28	-9

Continued:
no.	SMILES	MITF TRPM1 inh	NR2E3 ag-2	Shn3 3UTR inh	HIF-2a inh	hiPSC survival	CF NFkB inh	NR2E3 ag-1	KKLEB tox	LMP1 NFkB inh	Peg3 prom inh	C8 TRAIL sens
11	CC(C)n1ncc(N2CCOCC2)c(Cl)c1=O	-7	-5	4	5	-0.2	-14	-2	-4	3	-15	-1
12	O=C(CN1C(=O)NC2(CCCc3ccccc32)C1=O)Nc1ccccc1OC(F)F (stereo unspecified)	3	34	-3	-7	0.2	-16	3	-33	-1	-5	-5
13	CCCn1c(C(C)Nc2nc(-c3cccc(Br)c3)cs2)nc2ccccc21 (stereo unspecified)	-10	-17	16	5	3.6	9	2	-4	2	6	6
14	CC(C)NC(=O)/C(C#N)=C/c1ccc2c(c1)OCCO2	-1	27	2	-30	-0.5	24	1	-12	4	-32	8
15	Cc1ccnc(NC(=O)CNC(=O)c2cccs2)c1	10	-14	-14	-1	0.5	22	0	-3	-9	-6	17
16	Cc1cc2c(cc(C(=O)OCC(=O)NCc3ccco3)n2C)s1	-7	-30	-18	-61	5.4	17	2	-12	-3	-19	8
17	COc1ccc(C)cc1NC(=O)C(OC(=O)c1cnc(C)cn1)c1ccccc1 (stereo unspecified)	12	8	1	-13	0.0	-3	1	-2	-3	-1	-7
18	Cc1nc2nc(COc3ccccc3)[nH]n2c(=O)c1C	4	-8	-18	4	4.0	9	1	-6	6	3	-1
19	COc1cc(C(=O)NC(c2ccccc2)c2ccccc2)cc(Cl)c1OC	-2	-10	-5	-4	3.9	-11	1	12	9	12	-2
20	COc1ccccc1-n1c(SCC(=O)N2CCOCC2)nc2ccccc2c1=O	14	-32	5	4	0.3	1	2	0	-1	4	-17

Continued:
no.	SMILES	MITF TRPM1 inh	NR2E3 ag-2	Shn3 3UTR inh	HIF-2a inh	hiPSC survival	CF NFkB inh	NR2E3 ag-1	KKLEB tox	LMP1 NFkB inh	Peg3 prom inh	C8 TRAIL sens
21	CCOCCCNC(=O)C1CCN(C(=O)N(C)C)CC1	-2	8	9	-5	-2.1	3	4	7	1	-4	-8
22	Cc1ccc(Sc2ncccc2/C=N/O)cc1	-31	-15	-1	-19	2.9	3	0	2	-2	-24	1
23	Cc1ccsc1CN(C)c1ncnc2ccc(-c3ccoc3)cc12	nt	-14	-6	2	-1.7	84*	nt	-16	nt	19	-9
24	CCOC(=O)C1=C(O)/C(=C\c2ccc(O)c(OCC)c2)N=C1C	1	-1	8	14	0.3	-4	1	1	6	1	-3
25	Cc1[nH]n(-c2cccc3ccccc23)c(=O)c1C=Nc1ccc2[nH]c(=O)[nH]c2c1	-8	-4	0	14	6.5	20	-1	-2	-2	5	-11
26	Cc1nnc(SCC(=O)NC2CCCCC2C)s1 (stereo unspecified)	15	-13	73	5	-2.7	2	-1	9	-17	-4	-2
27	COc1ccc(CC(=O)Oc2ccc(C)cc2C)cc1	8	13	13	9	0.7	-9	1	4	-3	-2	-7
28	Clc1ccc(COn2c(-c3ccccc3)nc3ccccc32)cc1	-6	-39	-24	-91	-4.0	-8	-1	4	7	8	11
29	Cc1[nH][nH]c(=O)c1N=Nc1ccc(S(N)(=O)=O)cc1	nt	-17	1	-12	0.8	9	0	0	nt	8	-29
30	COc1ccc(C(=O)N2C=Cc3ccccc3C2C(N)=O)cc1 (stereo unspecified)	nt	1	6	14	-1.2	9	nt	-12	-11	17	-7

Shown as a hit in CF NFkB inh (from the list above):
cpd | Compound | MITF TRPM1 inh | NR2E3 ag-2 | Shn3 3UTR inh | HIF-2a inh | CF NFkB inh | NR2E3 ag-1 | LMP1 NFkB inh | Peg3 prom inh
23 | Cc1ccsc1CN(C)c1ncnc2ccc(-c3ccoc3)cc12 | nt | -14 | -6 | 2 | 84* | nt | nt | 19

New compounds follow
no.	SMILES	MITF TRPM1 inh	NR2E3 ag-2	Shn3 3UTR inh	HIF-2a inh	hiPSC survival	CF NFkB inh	NR2E3 ag-1	KKLEB tox	LMP1 NFkB inh	Peg3 prom inh	C8 TRAIL sens
31	Cc1c(C(=O)NCc2ccc3c(c2)OCCO3)sc(=O)n1Cc1ccc2c(c1)OCO2	nt	6	13	6	0.3	26	nt	-9	nt	15	-9
32	Cc1ccc(NC(=O)NCc2cccnc2)cc1	-2	-34	2	-74	-0.5	8	1	3	-5	-44	0
33	C[C@]12CCC3C(CC[C@H]4CC(O)CC[C@]34C)C1CC/C2=N/NC(=O)c1ccncc1 (stereo partly specified)	-13	17	25	-11	0.3	-4	1	12	11	4	2
34	Cc1ccc2nc(C)c(Cl)c(=O)n2c1	-3	-20	-8	7	1.3	-9	2	-3	-6	21	-2
35	Cc1cc(OCC(=O)NCCc2ccc(Cl)cc2)c2c(C)cc(=O)oc2c1	10	20	-11	7	-0.4	-23	1	12	4	16	19
36	COc1ccc(N(CC(=O)NCc2ccc(C)cc2)S(=O)(=O)c2c(C)[nH]c(=O)[nH]c2=O)cc1	4	-1	16	3	-0.4	8	2	-12	6	-8	-5
37	COc1ccccc1/C=C/C=N/N1CCN(c2ccccn2)CC1	-2	6	-12	-7	-1.9	-1	-1	-3	3	-13	-10
38	Cc1noc(C)c1-c1ccc(C(=O)Nc2cccc(C(F)(F)F)c2)c2occc12	nt	-21	-1	-155	0.0	-74	nt	7	nt	-51	6
39	O=C(NCc1ccco1)c1cc(-c2cccnc2)nc2ccccc12	9	-1	11	6	-1.6	-13	1	3	-8	19	-14
40	OC(c1cc(Cl)cc(Cl)c1)c1ncc(-c2ccccc2C(F)(F)F)[nH]1 (stereo unspecified)	nt	9	16	15	-1.4	10	nt	-34	nt	36	-5

Next compounds follow.
no.	SMILES	MITF TRPM1 inh	NR2E3 ag-2	Shn3 3UTR inh	HIF-2a inh	hiPSC survival	CF NFkB inh	NR2E3 ag-1	KKLEB tox	LMP1 NFkB inh	Peg3 prom inh	C8 TRAIL sens
41	CCCCOC(=O)Nc1nc2ccc(OC)cc2s1	-75	-58	-63	-136	-2.7	6	-2	8	-8	-133	7
42	Cc1cc(C)c2oc(C(=O)N(Cc3ccc(F)cc3)C3CCS(=O)(=O)C3)cc(=O)c2c1 (stereo unspecified)	-7	2	-2	7	0.0	4	2	-22	1	4	-12
43	CCCc1nn(C)c(C(=O)Nc2ccc(C(C)(C)C)cc2)c1Cl	-11	-4	16	-23	-0.1	18	5	-5	-8	-4	0
44	CCCCCCN1CCN(C2CN(Cc3ccc([N+](=O)[O-])cc3)S(=O)(=O)C2)CC1 (stereo unspecified)	nt	-1	27	2	-1.3	1	nt	10	-2	10	-9
45	CN1CCN(C(=S)C(=O)Nc2ccc(Br)cc2)CC1	1	1	1	-14	-0.8	12	0	2	0	-16	6
46	COc1ccc(C(=O)Cn2cnc3ccccc3c2=O)cc1	-68	-96	-48	-170	-0.5	-8	1	8	-4	-146	1
47	Cc1c(C(N)=O)sc2ncn(CC(=O)OC(C)C)c(=O)c12	-1	1	6	14	0.5	2	-3	4	-3	7	-7
48	O=C(NCCCN1CCCC1=O)c1cc(S(=O)(=O)N2CCOCC2)c(Cl)cc1Cl	1	-8	-4	0	0.1	-12	nt	6	0	24	-9
49	CC(=O)Nc1ccc2c(c1)nc(CCN1CCN(c3ccccn3)CC1)n2C	-12	-13	6	5	-0.3	5	nt	3	3	-8	7
50	COc1ccc2nc(NC(=O)Nc3ccccc3OC)sc2c1	-32	-116	-92	-262	-0.7	-2	2	-12	-7	-293	44

(next part)
no.	SMILES	MITF TRPM1 inh	NR2E3 ag-2	Shn3 3UTR inh	HIF-2a inh	hiPSC survival	CF NFkB inh	NR2E3 ag-1	KKLEB tox	LMP1 NFkB inh	Peg3 prom inh	C8 TRAIL sens
51	CC(NCCCSc1ccccc1)C(O)c1ccc(O)cc1 (stereo unspecified)	nt	-11	-28	14	0.9	5	nt	-1	-3	-11	19
52	CC(C)CN(C(=O)c1cccc([N+](=O)[O-])c1)c1c(N)n(CC(C)C)c(=O)[nH]c1=O	nt	-26	-67	-1	-0.2	12	0	-7	3	5	-1
53	C/C(=N\NC(=O)c1ccc(O)cc1)c1ccc(N2CCOCC2)cc1	-4	-55	-11	3	0.6	-6	-2	-2	-8	-1	0
54	NC(=O)C1CCN(C(=O)CN2CCN(c3cccc(C(F)(F)F)c3)CC2)CC1	-2	9	0	5	2.9	-5	-1	0	-9	6	5
55	Cc1ccc(C2=CC(c3ccc(C)cc3)n3ncnc3N2)cc1 (stereo unspecified)	-1	5	3	-7	1.0	-6	8	20	-1	7	-3
